# ALOX12 inh: blocks human arachidonate 12S-lipoxygenase; P18054; purified 12hLO, xylenol orange hydroperoxide absorbance; Potency, µM (doses to about 108 µM), for the others: at the highest dose activity change, negative = inhibition, actives largely listed as inhibitors; 1.1% of 580,000 active; AID 1671190; also: potency is read from the fitted curve at half-maximal effect; % is scaled to controls: 0 for no effect and ±100 for the full control effect
# Target sequence (P18054 whole entry, looked up): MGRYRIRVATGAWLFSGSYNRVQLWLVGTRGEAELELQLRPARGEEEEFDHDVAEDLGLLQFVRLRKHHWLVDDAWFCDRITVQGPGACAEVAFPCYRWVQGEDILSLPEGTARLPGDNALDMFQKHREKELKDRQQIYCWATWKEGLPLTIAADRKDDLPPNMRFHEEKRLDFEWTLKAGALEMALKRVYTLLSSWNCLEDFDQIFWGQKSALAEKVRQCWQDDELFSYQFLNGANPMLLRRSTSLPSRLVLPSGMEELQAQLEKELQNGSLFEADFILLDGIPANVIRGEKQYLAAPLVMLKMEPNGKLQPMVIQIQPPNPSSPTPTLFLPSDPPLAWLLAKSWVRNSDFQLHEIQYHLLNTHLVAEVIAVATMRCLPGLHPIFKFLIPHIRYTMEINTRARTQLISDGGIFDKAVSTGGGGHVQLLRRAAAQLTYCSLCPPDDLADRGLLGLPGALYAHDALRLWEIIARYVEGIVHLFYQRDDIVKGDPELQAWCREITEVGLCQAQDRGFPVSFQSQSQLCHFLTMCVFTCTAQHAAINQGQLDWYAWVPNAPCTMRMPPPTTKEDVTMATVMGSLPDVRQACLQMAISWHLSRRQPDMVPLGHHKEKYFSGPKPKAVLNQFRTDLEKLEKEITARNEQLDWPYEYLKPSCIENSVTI
#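 Purified human 12hLO (150 nM final) in 25 mM Hepes, 0.01% Triton X-100, pH 7.0 was preincubated 15 min at room temperature with compound. Then 40 uM arachidonic acid was added, 30 min. Hydroperoxide was read by Fe-XO absorbance ratio 573/405 nm.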
# Pol beta inh: blocks human DNA polymerase beta activity. P06746. Pol beta primer extension/strand displacement, fluorescence kinetic. AID 485314. Potency, µM (highest dose often 114 µM), for inactives: at the top dose activity change, negative = inhibition, actives largely listed as inhibitors. 1.3% of 340,000 active; also: potency is read from the fitted curve at half-maximal effect; % is scaled to controls: 0 for no effect and ±100 for the full control effect
#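 10 nM enzyme + cpd, 15 min RT; start with substrate 50 nM final; read 0 min and after 10 min RT. Corrected, normalized data; 4-parameter Hill curve fit.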
# Pol eta inh: inhibitors of human DNA polymerase eta. 1.2% of 390,000 active. Q9Y253. recombinant Pol eta, fluorescent DNA replication assay. Potency, µM (series often up to 114 µM), for the others: at the top dose activity change, negative = inhibition, actives largely listed as inhibitors; also: potency is read from the fitted curve at half-maximal effect; % is scaled to controls: 0 for no effect and ±100 for the full control effect
#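 Pol eta (10 nM) was preincubated with compounds for 15 min at room temperature, after which fluorescent replication substrate (50 nM final) was added to start the reaction. Fluorescence was read kinetically at 0 and 10 min.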
# APE1 inh: inhibitors of human APE1 endonuclease; P27695; recombinant APE1, TAMRA/BHQ-2 abasic DNA cleavage fluorescence; Potency, µM (series often up to 65.8 µM), for inactives: at the top dose activity change, negative = inhibition, usual class: inhibitors; 0.35% of 350,000 active; AID 2517;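 also: potency is read from the fitted curve at half-maximal effect; plate controls were vehicle for no effect and reference inhibitor for full effect; nearly all actives have a fitted effect of over 55% in size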
#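 Compound pre-exposure to 0.75 nM APE1, 15 min at ambient temperature. Reaction initiated with 50 nM TAMRA/BHQ-2 THF substrate, read immediately in kinetic mode, 525 nm excitation, 598 nm emission.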
# Pol kappa inh: DNA polymerase kappa (human) inhibition; Potency, µM (doses to about 107 µM), for the others: at the top dose activity, negative = inhibition, usual class: inhibitors; AID 588579; purified Pol kappa, fluorescent DNA synthesis assay, 10 min; Q9UBT6; 0.53% of 400,000 active; also: potency is read from the fitted curve at half-maximal effect; % is scaled to controls: 0 for no effect and ±100 for the full control effect
#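 Kinetic fluorescence screen: compound preincubated 15 min RT with 10 nM enzyme; 50 nM substrate (final) initiates; reads at 0/10 min.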
# Apoferritin bind: binds horse apoferritin like a general anesthetic; Potency, µM (series often up to 77.5 µM), without a hit: at the highest dose activity change, negative = displacement, usual class: inhibitors; 0.074% of 350,000 active; AID 485281; P02791; apoferritin/1-aminoanthracene competitive binding, fluorescence; also: potency is read from the fitted curve at half-maximal effect; % is scaled to controls: 0 for no effect and ±100 for the full control effect; nearly all actives have a fitted effect of over 20% in size
# Target sequence (P02791 2-175 limits assumed): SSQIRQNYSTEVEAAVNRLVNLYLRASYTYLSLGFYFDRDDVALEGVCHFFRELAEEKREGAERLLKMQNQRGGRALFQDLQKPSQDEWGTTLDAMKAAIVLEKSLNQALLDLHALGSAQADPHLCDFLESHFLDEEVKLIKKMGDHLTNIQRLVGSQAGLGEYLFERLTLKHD
#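 Steps: apoferritin (10 uM) was premixed with half-saturated 1-AMA in PBS, compounds were pin-transferred, plates stood 10 min at room temperature, fluorescence was read at 380/535 nm, and curves were fitted with a Hill equation.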
# LDHA inh: inhibitors of human lactate dehydrogenase A | P00338 | purified LDHA, NADH/diaphorase-resazurin fluorescence; stronger effect = lower value | activity change, % (values are at about 110 or 230 µM) | 0.15% of 480,000 active | AID 1347041; in the data active = activity change below about -30%; inconclusive = mostly about -25% to -30%;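 also: plate controls were DMSO wells for no effect and wells without enzyme for full effect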
#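 Human LDH5 at 2 nM final in Tris HCl pH 7.4 with 0.06 mM NADH and 0.2 mM pyruvate, reacted 5 minutes at room temperature. Remaining NADH coupled via diaphorase/resazurin; resorufin fluorescence read at 0 and 20 minutes, normalized to enzyme-free and DMSO wells.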
# ERG-DNA inh: inhibitors of human ERG Ets domain-DNA interaction | P11308 | AID 624246 | 0.028% of 370,000 active | Potency, µM (titrated, usually from 76.9 µM), for the others: top-dose FP activity, negative = inhibition, most hits filed as inhibitors | fluorescence polarization, His-ERG Ets domain / labelled DNA; active = well fitted inhibition curve with a large enough effect in the polarisation, with a control signal flat; inconclusive = small, poorly fitted or top-dose-only effect, or effect the other way, or a change in a side signal; inactive = no such curve, though single readings can be large or run the other way; the % refers to the polarisation;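 also: polarization taken with two DNA probes labelled with fluorescein and Texas red; potency is read from the fitted curve at half-maximal effect; % of control where 0% means no effect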
#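 His-tagged ERG Ets domain (1 uM in the protein solution; 300mM KCl, 50mM Tris-HCl, 1mM EDTA, 1mM DTT, pH 7.5) received compound, then a probe mix of 5 nM fluorescein-DNA and 100nM Texas-615-DNA. Fluorescence polarization was read for both dyes.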
# RGS4 inh: inhibitors of human regulator of G protein signaling 4. P49798. Transcreener GDP fluorescence polarization, RGS4-accelerated GTP hydrolysis. Potency, µM (titrated, usually from 114 µM), inactives show top-dose activity change, negative = inhibition, usual class: inhibitors. 0.039% of 390,000 active; also: potency is read from the fitted curve at half-maximal effect; % is scaled to controls: 0 for no effect and ±100 for the full control effect; nearly all actives have a fitted effect of over 75% in size; some results filed as inactive show a strong effect at the top dose
# Target sequence (P49798 whole entry, looked up): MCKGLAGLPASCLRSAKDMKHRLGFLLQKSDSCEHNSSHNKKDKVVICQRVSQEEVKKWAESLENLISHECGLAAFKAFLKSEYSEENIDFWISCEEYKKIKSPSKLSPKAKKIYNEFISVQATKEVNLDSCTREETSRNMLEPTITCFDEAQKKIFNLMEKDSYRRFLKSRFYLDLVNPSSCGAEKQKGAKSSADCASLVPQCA
#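 MLSMR compounds (23 nl, pin-transferred) preincubated 10 min at room temperature with a 500nM (2x) first reagent, then RGS4 at 900nM (2x) plus Transcreener GDP mix added; fluorescence polarization (620/688 nm) read before and after 90 min at 30 °C.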
# Starred values were filed as active, the others as inactive; ? = inconclusive; nt = not tested or not shown; & = joins results of further samples; [ ] = dose if it differs, or a comment. Unless noted, calls follow the shape of the dose curve; as a rule, active = well fitted curve in the direction sought with a large enough effect; inconclusive = small, poorly fitted or top-dose-only effect, or another doubt; inactive = no such curve, though single readings can be large; an effect the other way counts as inactive or inconclusive. Only part of the results is shown; rates above refer to the full screens.
SMILES,ALOX12 inh,Pol beta inh,Pol eta inh,APE1 inh,Pol kappa inh,Apoferritin bind,LDHA inh,ERG-DNA inh,RGS4 inh
CCCn1c(=O)c2sccc2n2c(CCCC(=O)NCC3CCCO3)nnc12 (centres undefined),-1%,-21%,-19%,50%[activator],1%,-6%,-2,-22%,4%
CN(C(=O)CC1C(=O)NCCN1Cc1ccc2ccccc2c1)C1CCOCC1 (centres undefined),?,4%,-18%,-6%,-6%,-12%,6,7%,7%
O=C(Nc1ccc2c(c1)OCO2)c1noc2c1CCCC2,21%,12%,-9%,18%,0%,-6%,11,-3%,-7%
Cc1ccc(S(=O)(=O)Nc2cccc3cccnc23)c([N+](=O)[O-])c1,10%,-9%,-24%,-13%&-1%,-7%,?,2,2%,-9%
CC(C)CN1C(=S)SC(C)(C)C1n1oc(=O)n(-c2ccccc2)c1=O (centres undefined),-11%,2%,-4%,-3%,-5%[60.1 µM],-17%,2,-6%,10%[11.4 µM]
CCN(CC)c1ccc(NC(=O)COCc2cc(-c3ccc4c(c3)OCO4)on2)c(C)c1,?,-3%,-13%,nt,-19%,6%,-6,3%,-39%
CNC(=S)NNC(=O)c1ccc(N(C)C)cc1,0%,11%,-1%,1%,-23%,-1%,7,7%,-44%
CCOC(=O)c1cnc2c(C)cc(C)cc2c1Nc1ccc(S(=O)(=O)Nc2ncccn2)cc1,-5%,1%,-6%,2%,-13%,-1%,-2,-1%,21%
COc1cccc(CNC(=O)CSc2nc3c(oc4ccccc43)c(=O)n2CC2CCCO2)c1 (centres undefined),0%,nt,-17%,-9%,-7%,nt,-3,-2%,3%
O=[N+]([O-])c1ccc(NC2CCN(Cc3ccccc3)CC2)c([N+](=O)[O-])c1,-21%,-12%,-16%,-3%,-14%,?,-3,1%,10%
CC(=O)Nc1ccc(C(=O)CSc2nc3ccc(C)cc3[nH]2)cc1,-25%,10%,?,0%,-5%,0%,-3,nt,?
CCOC(=O)c1cc(CC)sc1NC(=O)CSc1nc2ccccc2c(=O)n1Cc1ccco1,-9%,-23%,-14%,-2%,5%,3%,-2,6%,-1%
O=C(/C=C/c1ccccc1)NC(NC(=S)Nc1cccc(Cl)c1)C(Cl)(Cl)Cl (centres undefined),-1%,9%,3%,-2%,-15%,-15%,-5,1%,-15%[56.9 µM]
CCOC(=O)C1=C(C)N=c2s/c(=C\c3ccc(OC(C)=O)c(OCC)c3)c(=O)n2C1/C=C/c1ccccc1 (centres undefined),-14%,13%,-3%,-9%,-27%,?,-2,4%,-53%
c1ccc(Oc2cc(-n3cccn3)ncn2)cc1,0%,9%,0%,12%,-11%,-11%,-2,4%,36%
COC(=O)C1=C(C)OC(N)=C(C#N)C1c1ccccc1 (centres undefined),-1%,5%,-9%,-3%,-14%,6%,2,0%,-18%[56.9 µM]
CC(Sc1nc(N)cc(=O)[nH]1)C(=O)N1CCOCC1 (centres undefined),?,nt,-16%,5%,0%,nt,-1,7%,-31%
C[C@H](CO)N1C[C@H](C)[C@@H](CN(C)C(=O)Nc2ccccc2)Oc2c(NS(=O)(=O)c3cn(C)cn3)cccc2C1=O,-8%,nt,-17%,-3%,4%,nt,-6,0%,25%
CC(=O)c1cccc(NS(=O)(=O)c2c(C(=O)N3CCOCC3)c(C)n(C)c2C)c1,2%,14%,-5%,-2%,2%,-4%,-1,7%,21%[11.4 µM]
CCOc1ccc(NC(=O)N(CCN(C)C)C(C)c2cccnc2)cc1 (centres undefined),0%,1%,-9%,-4%,-8%,-9%,-2,-11%,-6%
CC(C)c1ccc(NC(=O)C(c2ccccc2)N2CCN(C(=O)c3ccco3)CC2)cc1 (centres undefined),?,4%,-12%,13%,-10%,-17%,1,1%,-24%
CCCn1c(N)c(C(=O)COC(=O)c2c(C)noc2C)c(=O)n(C)c1=O,77%[activator],26%,-5%,6%,1%,-7%,-2,-1%,-8%[11.4 µM]
O=C1OCCN1C(=O)[C@H]1[C@H](c2ccc(Cl)cc2)C(c2ccc(F)cc2)=NN1c1ccccc1,?,nt,-15%,-5%&-9%,?,278%[activator],1,-3%,-5%
Cc1cccc(NC(=O)CSc2ncnc3sc(C)cc23)c1,2%,11%,-8%,13%,-3%,-19%,-2,11%,3%
Cc1nc2ccc(S(=O)(=O)N(CC(=O)Nc3ccc(F)cc3F)Cc3ccccc3)cc2s1,11%,1%,-4%,nt,5%,-4%,-5,-5%,13%

# Overlap with the part before: 2 compounds, followed by the next part.
SMILES,ALOX12 inh,Pol beta inh,Pol eta inh,APE1 inh,Pol kappa inh,Apoferritin bind,LDHA inh,ERG-DNA inh,RGS4 inh
Cc1cccc(NC(=O)CSc2ncnc3sc(C)cc23)c1,2%,11%,-8%,13%,-3%,-19%,-2,11%,3%
Cc1nc2ccc(S(=O)(=O)N(CC(=O)Nc3ccc(F)cc3F)Cc3ccccc3)cc2s1,11%,1%,-4%,nt,5%,-4%,-5,-5%,13%
Cc1ccc(S(=O)(=O)NC(=O)c2cccc(N(C)C)c2)cc1,-10%,nt,-9%,1%,-11%,nt,0,-13%,1%
O=C(O)CC12CC3CC(C1)CC(n1ncc(NCc4ccccc4Cl)c(Cl)c1=O)(C3)C2,0%,-18%,-4%,1%,-9%,-3%,-7,?,11%
CN(CCNC(=O)C1CC(=O)N(c2ccc(F)c(Cl)c2)C1)Cc1ccccc1 (centres undefined),-8%[57.4 µM],1%,-6%,0%,-5%[60.1 µM],-11%,-11,nt,6%
O=C(N/N=C/C1CC2C=CC1C2)c1ccccc1O (centres undefined),1%,0%,1%,1%,-13%,-10%,3,-11%,1%
Cc1cc(-n2cnnn2)ccc1C(C)C,1%,-1%,-6%,-2%,-4%,-19%,-3,-8%,5%
COc1ccc(C2=NOC(C(=O)Nc3cccnc3)C2)cc1OC (centres undefined),-1%,1%,5%,30%[activator],-1%,2%,1,-16%,17%
O=C(CN1C(=O)c2ccccc2S1(=O)=O)NC(Nc1ccccc1F)C(Cl)(Cl)Cl (centres undefined),1%,-1%,-17%,-6%,-17%,?,-10,5%,17%
O=C(c1ccco1)N1CCN(C(=S)Nc2ccccc2Cl)CC1,?,47%,-18%,-3%,-12%,-6%,-8,-6%,9%
O=C(NCCc1ccc(Cl)cc1)C1CCN(S(=O)(=O)c2ccc(-n3cnnn3)cc2)CC1,-12%,8%,3%,1%,-1%,?,-2,-2%,?
CC(C)c1ccc(C2c3c(-c4ccccc4O)n[nH]c3C(=O)N2CCc2ccccc2)cc1 (centres undefined),-2%,7%,-14%,nt,7%,6%,-7,-3%,12%
O=C(O)CNC(=O)/C=C/c1ccc(Cl)cc1Cl,-28%,-20%,8%,2%,-13%,-2%,-8,1%,-17%
CN(C)CCOC1c2ccccc2-c2ccccc21,?,1%,-2%,-15%,0%,-8%,-10,12%,-47%
COc1ccc(C(C)=O)cc1CN1C(=O)NC2(CCCC2)C1=O,0%,14%,-15%,-2%,3%,-6%,-2,-9%,-15%
Cc1ccc(NC(=O)CN2C(=O)N/C(=C/c3ccccc3OCc3cccc(C(=O)O)c3)C2=O)cc1,?,35µM*,25µM*,19µM*,?,-11%,-3,-11%,-42%
C/C(=N/NC(=O)CCc1c(C)n[nH]c1C)c1cccc([N+](=O)[O-])c1,27%,?,-13%,?,3%,-4%,0,-8%,-3%
CC(C)CC(=O)/C=C/n1c(=S)oc2ccccc21,10%,-7%,-11%,0%,-9%,-14%,-2,-3%,-42%
C/C(=N\NC(=S)Nc1ccc(C)c(C)c1)c1ccc(N2CCOCC2)cc1,35µM*,37%,-9%,7%,4%,6%,2,-5%,-46%
O=C(CN1C(=O)c2ccccc2C1=O)Nc1ccccc1,3%,28%,-8%,-4%,-13%,-3%,-14,-3%,15%
CNC(C)C#Cc1ccc2c(=O)c3cc(C)c(C)cc3oc2c1 (centres undefined),-2%,nt,-14%,nt,1%,nt,1,20%,-22%
O=C1NCCCC1C(=O)N1CCN(C(=O)c2ccco2)CC1 (centres undefined),-3%,24%,-10%,-4%,8%,-11%,0,5%,7%
COc1ccc2[nH]c(CN3CCN(CC(C)C)C(CCO)C3)c(C)c2c1 (centres undefined),-5%,7%,-18%,12%,-1%,-16%,4,-6%,-11%
O=C(C1CCN(S(=O)(=O)c2cccc3nonc23)CC1)N1CCCCC1,-5%,-1%,-17%,25%,-7%,-5%,-4,21%,-4%
N=c1c(C(=O)NCc2ccc(F)cc2)cc2c(=O)n3ccccc3nc2n1CC1CCCO1 (centres undefined),8%,24%,-5%,-4%,-12%,153%[activator],5,13%,17%
Cc1ccc(C)c(NC(=O)COC(=O)CNC(=O)C2CCCCC2)c1,-2%,nt,-17%,-7%,-6%,nt,-10,6%,-9%
COc1ccccc1CN(C)CC(=O)NC1CCCc2ccccc21 (centres undefined),4%,0%,-4%,-8%,-8%,-14%,4,-2%,-11%
CCOC(=O)N1CCN(c2c(NCc3ccccc3OC)c(=O)c2=O)CC1,0%,20%,-7%,-1%,-10%,-2%,-9,-9%,12%
Cc1cc(Br)ccc1NC(=O)CNC(=O)CN1C(=O)NC2(CCCCCC2)C1=O,18%,9%,7%,1%,-6%,-23%,-12,nt,-11%
